Assay outcomes: PubChem, The Scripps Research Institute Molecular Screening Center
CHO-K1 Ca antag: counter-screen for M1 antagonists: effect in parental CHO-K1 cells. ATP-induced calcium, Fluo-8 fluorescence. inhibition, % at 3 µM. hit rate 0.6% among 360,000;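 active = inhibition above a per-plate cutoff, the plate's mean sample inhibition plus 3 SD, cut at about 24% in these data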;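 note: 0% = DMSO plus EC80 ATP and 100% = DMSO alone without ATP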
OXTR potentiator: human OXTR potentiators, primary screen, fluorescence, CHO-OTR cells, Fluo-8 calcium. Oxytocin receptor (Homo sapiens), P30559. Fluo-8 calcium fluorescence, potentiator mode; 0% = oxytocin EC15, 100% = EC100. activation, % at 3 µM. hit rate 0.061% among 320,000. AID 2445, 2010;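 active = activation above that plate's cutoff, the mean activation of tested compounds plus 3 SD, cut at about 6.6% in these data, passing the limit was not always enough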;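 note: 100% uses oxytocin at 75 nM as the full agonist control; some results filed as inactive read as strong as hits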
Target sequence (P30559 whole entry, looked up): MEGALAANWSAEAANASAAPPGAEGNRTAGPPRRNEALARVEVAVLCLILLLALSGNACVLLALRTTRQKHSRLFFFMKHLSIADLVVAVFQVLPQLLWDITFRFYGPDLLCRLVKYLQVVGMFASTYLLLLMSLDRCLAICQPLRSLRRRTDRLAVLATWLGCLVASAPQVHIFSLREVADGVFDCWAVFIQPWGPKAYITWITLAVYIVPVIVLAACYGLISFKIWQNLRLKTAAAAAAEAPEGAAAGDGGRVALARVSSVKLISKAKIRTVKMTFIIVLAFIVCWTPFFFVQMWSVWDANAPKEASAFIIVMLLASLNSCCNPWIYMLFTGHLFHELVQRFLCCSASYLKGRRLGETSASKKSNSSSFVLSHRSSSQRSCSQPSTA
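Replication – single well per compound, singlicate · Assay system – CHO cell line stably expressing human OTR · Timing – 6 min pre-incubation, 100 s read · Measure – normalized max/min fluorescence ratio, % activation · Doses – 3.0 µM, one dose · Detection – Fluo-8 calcium dye fluorescence · Probe or stimulus – oxytocin near EC15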
CHO-K1 Ca PAM: nonselective calcium activators in parental CHO-K1 cells, primary screen, counter-screen for M1 PAM project, cell-based, Fluo-8 calcium fluorescence, full deck, 1536-well; ATP EC20; 0% at ATP EC20, 100% at ATP max; hit rate 0.02% among 360,000; activation, % at 3 µM;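 active = activation above the run cutoff, the mean activation of all test compounds plus 3 SD, cut at about 40% in these data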;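 note: peak over basal fluorescence ratio in a 140 s read after ATP addition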
TAAR1 agonist: human TAAR1 agonists, primary screen, Fluo-8 calcium fluorescence, CHO RD-HGA16 cells; vehicle wells 0%, saturating PEA agonist 100%; activation, % at 3 µM; Trace amine-associated receptor 1 (Homo sapiens), Q96RJ0; hit rate 0.99% among 360,000;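 active = activation above the mean activation of all test compounds in the run plus 3 SD, cut at about 38% in these data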
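Test system: RD-HGA16 (CHO) cells co-expressing Gα16 and hTAAR1 | Doses: Single dose, 3 µM | Schedule: 17-24 h seeding, 75 min 37 °C dye, 30 min RT | Evaluation: % activation from peak over basal fluorescence ratio, DMSO-to-PEA scaled | Technique: Kinetic Fluo-8 calcium fluorescence | Benchmarks: Low control DMSO, high control PEA (EC100)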
M1 ag: human M1 muscarinic receptor agonists, primary screen, Fluo-8 calcium fluorescence, CHO-K1 cells, HTS | CHO-K1 hM1, agonist mode; 0% DMSO, 100% acetylcholine EC100 | activation, % at 3 µM | hit rate 0.33% among 360,000 | AID 588814, 2011;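 active = activation above the run's mean compound activation plus 3 SD, cut at about 16% in these data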;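 note: peak over basal fluorescence ratio within a 140 s kinetic read after compound addition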
Target sequence (P11229 whole entry, looked up): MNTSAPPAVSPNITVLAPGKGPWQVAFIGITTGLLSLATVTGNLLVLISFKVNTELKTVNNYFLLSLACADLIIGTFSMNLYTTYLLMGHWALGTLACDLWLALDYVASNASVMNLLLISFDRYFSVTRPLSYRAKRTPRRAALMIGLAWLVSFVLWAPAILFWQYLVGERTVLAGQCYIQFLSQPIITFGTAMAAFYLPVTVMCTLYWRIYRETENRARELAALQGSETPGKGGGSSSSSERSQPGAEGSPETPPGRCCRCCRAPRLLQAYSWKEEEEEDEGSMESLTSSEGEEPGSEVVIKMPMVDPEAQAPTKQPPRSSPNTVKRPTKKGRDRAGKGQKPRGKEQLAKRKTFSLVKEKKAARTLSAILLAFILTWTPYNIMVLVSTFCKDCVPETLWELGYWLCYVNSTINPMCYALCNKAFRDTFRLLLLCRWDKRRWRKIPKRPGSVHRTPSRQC
CHO parental Ca: ATP-evoked calcium signal inhibitors, parental CHO, primary screen, counter-screen for OX1R antagonist project, cell-based, fluorescence, Fluo-8 calcium dye; hit rate 0.63% among 330,000; inhibition, % at 5.6 µM; parental CHO-K1, ATP-induced calcium, Fluo-8 fluorescence;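 active = inhibition above that plate's mean sample inhibition plus 3 SD, cut at about 26% in these data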;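 note: 0% = ATP-challenged DMSO wells and 100% = DMSO wells without ATP; some compounds past the cut are filed as inactive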
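Assay system: untransfected parental CHO cell line. Also added: ATP agonist challenge. Dosing: one dose, 5.6 µM nominal. Measured by: Fluo-8 fluorescence. Read-out: % inhibition. Benchmarks: ATP wells versus no-ATP DMSO wells. Repeats: no replicates.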
M1 ag parental: counter-screen for M1 agonists: effect in parental CHO-K1 cells. AID 602248, 2012. Fluo-8 calcium fluorescence; scaled to maximal ATP response, vehicle zero. activation, % at 3 µM. hit rate 0.48% among 360,000; in the data active = activation above about 15%;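 note: untransfected CHO-K1 host cells lacking M1 receptor as counterscreen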
M1 antag: human M1 muscarinic receptor antagonists, primary screen, CHO-K1 cells, Fluo-8 calcium fluorescence, 1536-well; Muscarinic acetylcholine receptor M1 (Homo sapiens), P11229; CHO-K1 hM1, ACh EC80 antagonist; inhibition, % at 3 µM; hit rate 1.3% among 360,000; AID 588852, 2011;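 active = percent inhibition above its own plate's cutoff, namely the mean of that plate's compound wells plus 3 SD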;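 note: peak over basal fluorescence ratio during 140 s after agonist addition; 0% = ACh EC80 plus DMSO and 100% = DMSO alone without agonist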
TAAR1 antag: human TAAR1 antagonists, primary screen, Fluo-8 calcium fluorescence, CHO RD-HGA16 cells; Trace amine-associated receptor 1 (Homo sapiens), Q96RJ0; antagonist; inhibition, % at 3 µM; hit rate 1.5% among 360,000; AID 624466, 2012;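 active = inhibition above a per-plate cutoff, the mean inhibition of test compounds on that plate plus 3 SD, cut at about 49% in these data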;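 note: 0% = DMSO plus EC80 beta-PEA response and 100% = DMSO alone without agonist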
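Assay system: CHO-derived RD-HGA16 cells stably expressing human TAAR1 plus Gα16. Timing: 140 s kinetic read after compound, 140 s after agonist. Technique: kinetic Fluo-8 calcium fluorescence measurement. Measure: % inhibition of agonist calcium response.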
* = called active by the depositor. Compounds were not picked by outcome. Share with any hit: about 4.2%.

Results for Cn1c(SCC(=O)c2c(N)n(C)c(=O)n(C)c2=O)nnc1-c1ccccc1F ?
CHO-K1 Ca antag: -2; OXTR potentiator: 1; CHO-K1 Ca PAM: -2; TAAR1 agonist: 0; M1 ag: 0; CHO parental Ca: -5; M1 ag parental: 0.1; M1 antag: 2; TAAR1 antag: 2

How did C=CCOCCN1C(=O)C2C(c3ccccc3)C=CC(c3ccccc3)C2C1=O (configuration not stated) do in these assays?
CHO-K1 Ca antag: 7; OXTR potentiator: -12; CHO-K1 Ca PAM: 9; TAAR1 agonist: 6; M1 ag: 0; CHO parental Ca: -21; M1 ag parental: 1.6; M1 antag: 8; TAAR1 antag: 14

What do the screens show for `CCOC1=C2[C@@H](CN(S(=O)(=O)c3ccccc3)[C@H]2c2ccccc2)[C@H]2C(=O)N(c3ccccc3)C(=O)[C@H]2C1`?
CHO-K1 Ca antag: 7; CHO-K1 Ca PAM: 9; TAAR1 agonist: -1; M1 ag: -4; M1 ag parental: 0.0; M1 antag: -9; TAAR1 antag: -12

How did Brc1ccccc1C1CC(c2ccccc2)=Nc2ccccc2N1 (configuration not stated) do in these assays?
CHO-K1 Ca antag: -5; OXTR potentiator: -7; CHO-K1 Ca PAM: 17; TAAR1 agonist: 2; M1 ag: -5; CHO parental Ca: -40; M1 ag parental: -0.1; M1 antag: -7; TAAR1 antag: -7

Results for c1coc(C2OCC3(CO2)COC(c2ccco2)OC3)c1 (configuration not stated) ?
CHO-K1 Ca antag: -11; OXTR potentiator: 0; CHO-K1 Ca PAM: 23; TAAR1 agonist: 9; M1 ag: -2; CHO parental Ca: -22; M1 ag parental: 0.2; M1 antag: -5; TAAR1 antag: 6

How did CCn1c(C)c(C)c2cc(C(=O)N3CCCC3)ccc21 do in these assays?
CHO-K1 Ca antag: 13; OXTR potentiator: -7; CHO-K1 Ca PAM: -9; TAAR1 agonist: -2; M1 ag: 0; CHO parental Ca: -27; M1 ag parental: -0.5; M1 antag: 3; TAAR1 antag: -24

How did O=C(NNc1ccc(Cl)nn1)c1ccc(Cl)cc1 do in these assays?
CHO-K1 Ca antag: 0; OXTR potentiator: 1; CHO-K1 Ca PAM: 20; TAAR1 agonist: 10; M1 ag: -3; CHO parental Ca: 6; M1 ag parental: 0.4; M1 antag: -6; TAAR1 antag: -6

What do the screens show for `COc1ccc(OC)c(NC(=O)c2ccc(CSc3nnc(C)s3)cc2)c1`?
CHO-K1 Ca antag: 7; OXTR potentiator: 4; CHO-K1 Ca PAM: 3; TAAR1 agonist: 2; M1 ag: -9; CHO parental Ca: -28; M1 ag parental: 0.1; M1 antag: -7; TAAR1 antag: 20

Results for O=C(O)/C=C/c1ccc(S(=O)(=O)Nc2ccc3[nH]c(=O)[nH]c3c2)cc1 ?
CHO-K1 Ca antag: -2; OXTR potentiator: 7; CHO-K1 Ca PAM: 5; TAAR1 agonist: 2; M1 ag: 2; CHO parental Ca: 6; M1 ag parental: -0.3; M1 antag: -8; TAAR1 antag: -10

Results for COc1cccc(NC(=O)CN(C)S(=O)(=O)c2ccc3c(c2)CCC(=O)N3)c1 ?
CHO-K1 Ca antag: -14; OXTR potentiator: -1; CHO-K1 Ca PAM: 25; M1 ag: -3; CHO parental Ca: -3; M1 ag parental: 0.5; M1 antag: -8

What do the screens show for `Cc1ccc(S(=O)(=O)N2CCCCC2CCNC(=O)C(=O)NCCc2ccco2)cc1` (configuration not stated)?
CHO-K1 Ca antag: 13; OXTR potentiator: -12; CHO-K1 Ca PAM: -15; TAAR1 agonist: 0; M1 ag: -4; CHO parental Ca: -23; M1 ag parental: 5.7; M1 antag: -14; TAAR1 antag: -36

Results for CC1(C(=O)Nc2ccc(Cl)cc2)Cc2c(-c3ccc4c(c3)OCO4)ccnc2O1 (configuration not stated) ?
CHO-K1 Ca antag: -9; CHO-K1 Ca PAM: 7; TAAR1 agonist: -1; M1 ag: -4; M1 ag parental: 0.5; M1 antag: -9; TAAR1 antag: -10

How did O=C(C[C@@H]1C[C@@H]2c3cc(NC(=O)C4CCOCC4)ccc3O[C@@H]2[C@H](CO)O1)NCc1ccccn1 do in these assays?
CHO-K1 Ca antag: -7; CHO-K1 Ca PAM: 15; TAAR1 agonist: 3; M1 ag: -3; M1 ag parental: 0.0; M1 antag: -1; TAAR1 antag: 11

How did Cc1ccc(C(=O)NNC(=O)c2ccncc2)cc1S(=O)(=O)N1CCCCC1 do in these assays?
CHO-K1 Ca antag: -13; OXTR potentiator: -7; CHO-K1 Ca PAM: 2; TAAR1 agonist: 0; M1 ag: -2; CHO parental Ca: 7; M1 ag parental: 1.2; M1 antag: 3; TAAR1 antag: -28

How did COc1cccc(-c2csc3nnc(SCC(=O)NCc4cccs4)n23)c1 do in these assays?
CHO-K1 Ca antag: -4; OXTR potentiator: 2; CHO-K1 Ca PAM: 17; TAAR1 agonist: 2; M1 ag: -5; CHO parental Ca: -17; M1 ag parental: 0.0; M1 antag: 5; TAAR1 antag: -5

Results for CC(O)C(NS(=O)(=O)c1ccc(Cl)cc1)C(=O)OCC(=O)c1c[nH]c2ccccc12 (configuration not stated) ?
CHO-K1 Ca antag: -1; OXTR potentiator: -8; CHO-K1 Ca PAM: 5; TAAR1 agonist: 19; M1 ag: 2; CHO parental Ca: 16; M1 ag parental: 10; M1 antag: 9; TAAR1 antag: 58*

Results for NC(=O)c1ccc(N2CCOCC2)nc1 ?
CHO-K1 Ca antag: 7; OXTR potentiator: 4; CHO-K1 Ca PAM: -13; TAAR1 agonist: 6; M1 ag: -3; CHO parental Ca: -2; M1 ag parental: -0.1; M1 antag: 4; TAAR1 antag: 0

Results for Cc1cc(C)cc(NC(N)=S)c1 ?
CHO-K1 Ca antag: -6; OXTR potentiator: -3; CHO-K1 Ca PAM: 22; TAAR1 agonist: 0; M1 ag: -9; CHO parental Ca: 5; M1 ag parental: 0.7; M1 antag: -6; TAAR1 antag: 14

How did Cc1csc(/C(=N\O)c2csc(C)n2)n1 do in these assays?
CHO-K1 Ca antag: -12; OXTR potentiator: 0; CHO-K1 Ca PAM: 0; TAAR1 agonist: 10; M1 ag: -2; CHO parental Ca: -14; M1 ag parental: 0.1; M1 antag: -10; TAAR1 antag: -10

Results for CCN(CC(=O)NCc1ccc(Cl)cc1)C(=O)C1CCN(S(=O)(=O)c2ccc(OC)c(OC)c2)CC1 ?
CHO-K1 Ca antag: -2; OXTR potentiator: -10; CHO-K1 Ca PAM: 8; TAAR1 agonist: 2; M1 ag: -6; CHO parental Ca: -3; M1 ag parental: 0.0; M1 antag: 0; TAAR1 antag: -27

How did CC(C)CC1NC(=O)N(CC(=O)Nc2cccc(Br)c2)C1=O (configuration not stated) do in these assays?
CHO-K1 Ca antag: -8; OXTR potentiator: -6; CHO-K1 Ca PAM: 2; TAAR1 agonist: 1; M1 ag: 0; CHO parental Ca: 5; M1 ag parental: 0.4; M1 antag: -18; TAAR1 antag: 10

Results for Nc1nc2c(-c3ccc(Br)cc3)nnn2c2ccccc12 ?
CHO-K1 Ca antag: -10; OXTR potentiator: -4; CHO-K1 Ca PAM: 16; TAAR1 agonist: 3; M1 ag: -4; CHO parental Ca: -2; M1 ag parental: 1.5; M1 antag: 1; TAAR1 antag: -2

Results for COc1ccc(N(CC(=O)Nc2ccc(F)c(Cl)c2)S(=O)(=O)c2c(C)noc2C)cc1 ?
CHO-K1 Ca antag: 26*; OXTR potentiator: -9; CHO-K1 Ca PAM: -6; TAAR1 agonist: 16; M1 ag: -1; CHO parental Ca: 12; M1 ag parental: 0.0; M1 antag: 0; TAAR1 antag: 27

Results for COC(=O)c1cc(COC(=O)c2nc3nccc(C)n3n2)oc1C ?
CHO-K1 Ca antag: 2; OXTR potentiator: -8; CHO-K1 Ca PAM: 1; TAAR1 agonist: 3; M1 ag: -5; CHO parental Ca: -1; M1 ag parental: 0.4; M1 antag: 1; TAAR1 antag: -8

What do the screens show for `COc1cccc(C(C)(O)c2nc(-c3cccc(C(F)(F)F)c3)cs2)c1` (configuration not stated)?
CHO-K1 Ca antag: 3; CHO-K1 Ca PAM: 12; TAAR1 agonist: 4; M1 ag: 0; M1 ag parental: 1.6; M1 antag: -5; TAAR1 antag: 13

What do the screens show for `CC(CCc1ccccc1)NC(=O)CNC(=O)N1CC(=O)Nc2ccccc21` (configuration not stated)?
CHO-K1 Ca antag: 1; OXTR potentiator: 0; CHO-K1 Ca PAM: 15; TAAR1 agonist: 0; M1 ag: 0; CHO parental Ca: -3; M1 ag parental: -0.2; M1 antag: -18; TAAR1 antag: -3

Results for CCOc1cc(CNc2ccc(N3CCN(C(C)=O)CC3)cc2)cc(Br)c1OC ?
CHO-K1 Ca antag: -9; OXTR potentiator: -4; CHO-K1 Ca PAM: 20; TAAR1 agonist: 4; M1 ag: -7; CHO parental Ca: -18; M1 ag parental: 4.1; M1 antag: -3; TAAR1 antag: -18

Results for COCCCn1c(=S)[nH]c2sc3c(c2c1=O)CCCC3 ?
CHO-K1 Ca antag: -9; OXTR potentiator: -2; CHO-K1 Ca PAM: -15; TAAR1 agonist: -3; M1 ag: -8; CHO parental Ca: -6; M1 ag parental: -0.5; M1 antag: 4; TAAR1 antag: -8

Results for CCOC(=O)c1c(S(=O)(=O)NCC(=O)Nc2cc(C)ccc2OC)c(C)n(C)c1C ?
CHO-K1 Ca antag: -9; OXTR potentiator: -1; CHO-K1 Ca PAM: -12; TAAR1 agonist: 2; M1 ag: -4; CHO parental Ca: -15; M1 ag parental: 0.0; M1 antag: 3; TAAR1 antag: -48

How did C=C(C)c1cccc(C(C)(C)NC(=O)N2CCN(c3ccccc3)CC2)c1 do in these assays?
CHO-K1 Ca antag: -12; OXTR potentiator: -5; CHO-K1 Ca PAM: 15; TAAR1 agonist: 0; M1 ag: -3; CHO parental Ca: -3; M1 ag parental: 1.0; M1 antag: -12; TAAR1 antag: 10
